Compound activity from PubChem.
SW480 rerep = A quantitative high throughput screen for small molecules that induce DNA re-replication in SW480 colon adenocarcinoma cells; actives 1.8% (n = 340,000); Potency, µM (doses to about 46.1 µM), for inactives: top-dose re-replication activation, most hits filed as activators; SW480 DNA re-replication, Hoechst DNA content imaging, 48 h; AID 624297, 2012; further: % of control where 0% means no effect; nearly all actives have a fitted effect of over 55% in size
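Image-based DNA-content assay: after two days of treatment, nuclei were labelled with the DNA dye Hoechst and imaged, and hits were compounds raising the count of nuclei showing high fluorescence intensity.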
HT1080 IDH1KD tx = qHTS for induction of synthetic lethality in tumor cells producing 2HG: qHTS for the HT-1080-IDH1KD cell line; actives 2% (n = 360,000); HT-1080 IDH1 knockdown viability, ATP luminescence, 48 h; Potency, µM (series often up to 46.1 µM), without a hit: top-dose activity, negative = toxicity, hits mostly cytotoxic;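 further: 0% = DMSO wells and -100% = cell-free medium wells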
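Using the IDH1-knockdown HT-1080 line run in the same batch and compound series as the NT line, viability after 48 h at 37 °C was determined by CellTiter-Glo luminescence and expressed as % activity.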
GLP-1R inv ag = qHTS of GLP-1 Receptor Inverse Agonists (Inhibition Mode); Glucagon-like peptide 1 receptor (Homo sapiens), P43220; HEK293 GLP-1R CRE-luciferase, luminescence, 24 h; GLP-1R form is constitutively active; Potency, µM (series often up to 38.3 µM), for inactives: at the top dose activity change, negative = inhibition, usual class: inhibitors; actives 1.6% (n = 410,000); further: on the % scale 0 is the no-effect control and ±100 the full control effect; nearly all actives have a fitted effect of over 55% in size
Target sequence (P43220 whole entry, looked up): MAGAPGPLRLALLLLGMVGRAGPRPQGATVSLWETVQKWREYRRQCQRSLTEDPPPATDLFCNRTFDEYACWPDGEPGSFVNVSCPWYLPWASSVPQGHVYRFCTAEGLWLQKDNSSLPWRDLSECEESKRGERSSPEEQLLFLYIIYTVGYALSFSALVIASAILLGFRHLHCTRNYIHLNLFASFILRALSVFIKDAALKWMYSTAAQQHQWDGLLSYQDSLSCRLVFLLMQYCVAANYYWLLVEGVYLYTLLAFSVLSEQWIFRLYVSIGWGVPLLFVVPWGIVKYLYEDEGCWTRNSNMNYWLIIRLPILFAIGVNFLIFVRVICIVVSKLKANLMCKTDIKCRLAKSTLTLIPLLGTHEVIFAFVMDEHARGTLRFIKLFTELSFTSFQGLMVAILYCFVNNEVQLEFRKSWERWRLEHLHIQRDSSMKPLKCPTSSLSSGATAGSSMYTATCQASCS
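Assay principle: reduced luminescence from a cAMP-responsive reporter in HEK293 cells co-expressing a constitutively active GLP-1R. Conditions: 24 hr compound incubation, 37 deg C, 5% CO2.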
TDP43 rescue = qHTS of TDP-43 Inhibitors. actives 1.8% (n = 410,000). Potency, µM (series often up to 46.1 µM), for inactives: at the highest dose growth rescue (activation), usual class: activators. TDP-43 expressing yeast growth rescue, BacTiter-Glo, 24 h; further: % of control where 0% means no effect; nearly all actives have a fitted effect of over 50% in size
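Galactose-induced TDP-43 yeast, OD600=0.02, compound pinned; 24 hr, 30 deg C; BacTiter-Glo luminescence for growth. Inhibitors of TDP-43 toxicity read as activators.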
KB-3-1 tox = qHTS assay for MDR1-selective chemotherapeutics: Primary screen using the parental adenocarcinoma cell KB-3-1. AID 1347075, 2019. Potency, µM (highest dose often 46.1 µM), for the others: at the highest dose activity change, negative = cytotoxic, most hits filed as cytotoxic. KB-3-1 viability, CellTiter-Glo ATP luminescence, 72 h. actives 1.4% (n = 400,000); further: on the % scale 0 is the no-effect control and ±100 the full control effect; nearly all actives have a fitted effect of over 60% in size
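72 h, 37 °C compound treatment of KB-3-1 parental cells; CellTiter-Glo added, 10 min, luminescence read. Data corrected against DMSO-only plates and normalized before curve fitting.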
HT1080-NT tox = qHTS for induction of synthetic lethality in tumor cells producing 2HG: qHTS for the HT-1080-NT fibrosarcoma cell line | AID 686970, 2013 | Potency, µM (series often up to 46.1 µM), for the others: at the top dose activity, negative = less viability, usual class: cytotoxic | HT-1080-NT fibrosarcoma viability, CellTiter-Glo ATP luminescence, 48 h | actives 1.6% (n = 360,000);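 further: NT is the 2HG producing partner of a matched IDH1 knockdown line; 0% = DMSO-treated cells and -100% = media-only wells without cells; nearly all actives have a fitted effect of over 55% in size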
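Fibrosarcoma NT cells, 750 per well in 5% FBS RPMI, were exposed to compound for 48 hours. Viability: CellTiter-Glo luminescence.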
KB-V1 cytotox = qHTS assay for MDR1-selective chemotherapeutics: Primary screen using the drug-selected MDR subline cells KB-V1 | actives 3.4% (n = 400,000) | Potency, µM (doses to about 46.1 µM), without a hit: at the top dose activity change, negative = cytotoxicity, actives largely listed as cytotoxic | AID 1347076, 2019 | KB-V1 MDR cells viability, CellTiter-Glo, 72 h; further: on the % scale 0 is the no-effect control and ±100 the full control effect; nearly all actives have a fitted effect of over 60% in size
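qHTS viability screen in drug-selected KB-V1 MDR cells: 72 h compound treatment at 37 degrees C, ATP luminescence end point.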
GLP1R ag = qHTS of GLP-1 Receptor Agonists; actives 0.007% (n = 380,000); HEK293 GLP-1R CRE-luciferase, luminescence, 4-6 h; cells express a hypersensitive GLP-1R form; Potency, µM (series often up to 45.6 µM), inactives show at the top dose activation, usual class: activators; AID 624172, 2012; further: % of control where 0% means no effect
GLP1R cytotox = qHTS of GLP-1 Receptor Inverse Agonists: Cytotox Screen; HEK293 cAMP-luciferase reporter cells, luminescence, 24 h; actives 0.13% (n = 410,000); Potency, µM (highest dose often 38.3 µM), without a hit: at the highest dose activity change, negative = inhibition, usual class: inhibitors;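 further: loss of luciferase light is scored as toxicity; on the % scale 0 is the no-effect control and ±100 the full control effect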
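Cells in DMEM/10% Nu serum/1% pen-strep, 1536-well format. Pre-incubated 12 h, dosed with 23 nL compound, incubated a further 24 h. Luciferase detection, 12 min at room temp, luminescence.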
Numbers without * were called inactive; ? = inconclusive; · = not tested or not shown; & = joins results of further samples; [ ] = another dose, or the depositor's remark. The call rests on the fitted dose curve; in most records, active means well fitted curve in the direction sought with a large enough effect; inconclusive means small, poorly fitted or top-dose-only effect, or another doubt; inactive means no such curve, though single readings can be large; an effect the other way counts as inactive or inconclusive. Potency means the concentration at half of the fitted maximal effect. Compounds were not picked by outcome; overall some 9.4% were active at least once.

SMILES	SW480 rerep	HT1080 IDH1KD tx	GLP-1R inv ag	TDP43 rescue	KB-3-1 tox	HT1080-NT tox	KB-V1 cytotox	GLP1R ag	GLP1R cytotox
S=C(Nc1cc(Cl)cc(Cl)c1)N1CCN(c2ccccn2)CC1	0%	?	-27%	-13%	-3%	-18%	?	-5%	-20%
Cn1c(=O)cc(SCC(=O)NCCCN2CCOCC2)c2ccc(Cl)cc21	0%	-11%	4%	-3%	-5%	-20%	0%	2%	-2%
CCc1csc(CCNC(=O)C2CCC(=O)N(CCOC)C2)n1 (centres undefined)	3%	7%	14%	5%	4%	5%	0%	-3%	-5%
O=C(NCCN1CCOCC1)c1ccc2c(c1)N(Cc1ccc(F)cc1)C(=O)c1ccccc1S2(=O)=O	-25%	0%	-7%	-18%	-9%	-14%	-13%	-3%	2%
COc1ccc(NC(=O)CN2C(=O)NC3(CC(C)CC(C)(C)C3)C2=O)cc1S(=O)(=O)N1CCCCC1 (centres undefined)	-7%	-17%	?	3%	-1%	-4%	2%	-12%	7%
CC(=O)NC(Cc1ccccc1)C(=O)NC(Cc1ccccc1)C(=O)O (centres undefined)	-1%	10%	12%	3%	?	15%	?	-3%	-1%
Fc1ccccc1C(c1nnnn1C1CCCC1)N1CCN(Cc2ccccc2)CC1 (centres undefined)	-1%	8%	10%	-8%	-12%	1%	-18%	-10%	8%
COc1cc(OC)c2ccc(=O)oc2c1C(CC(=O)N1CCCC1)c1ccc(N(C)C)cc1 (centres undefined)	-3%	-3%	20%	11%	-1%	0%	?	-4%	-29%
O=C(NCC(=O)N1CCN(c2ccccc2)CC1)c1ccco1	-4%	14%	1%	1%	12%	26%	5%	1%	3%
Cc1ccc(N(CC(=O)NCc2ccc(F)cc2)S(=O)(=O)c2c(C)nn(C)c2C)cc1	-16%	-10%	9%&1%	-2%&0%	-11%&-30%	0%	2%&-3%	-1%&1%	-17%&-12%
c1ccc(Oc2nc(Oc3ccccc3)nc(N3CCOCC3)n2)cc1	-3%	2%	7.9µM*	8%	-1%	0%	17%	-1%	5%
NC(=O)C1CC(=O)N(CCc2ccc(F)cc2)C1 (centres undefined)	1%	13%	-6%	-8%	7%	12%	3%	-3%	2%
CCOC(=O)c1cnc2c(Cl)c(Cl)ccc2c1NCCN1CCOCC1	-3%	10%	-25%&14%	6%&7%	4%&-2%	1%	-1%&-10%	24%	-2%&5%
COc1ccccc1C(=O)COC(=O)CCCN=C1NS(=O)(=O)c2ccccc21	-10%	6%	13%	9%	7%	5%	?	-3%	2%
CC(C)CCNC(=O)c1cc([N+](=O)[O-])ccc1N1CCOCC1	-3%	-2%	6%	-16%	2%	-1%	-1%	0%	-19%
CN(C)c1cccc(C(=O)Nc2ccc(-c3nc4ccccc4s3)cc2)c1	·	·	?	18%	-9%	·	5%	·	1%
Cc1ccc(OCCC(=O)OCC(=O)NC2CCCCC2)cc1	·	-8%	13%	1%	-1%	0%	-4%	7%	0%
COc1ccc(/C=C/C(=O)Nc2sc(Cc3ccccc3)c(C)c2C(N)=O)cc1	?	-5%	-3%	-3%	-10%	1%	-16%	1%	14%
CN(C)c1ccc(C(CNC(=O)c2ccccc2F)c2c[nH]c3ccccc23)cc1 (centres undefined)	-4%	-9%	?	11%	-22%	1%	-1%	0%	-1%
COc1ccccc1NC(=O)NC1(C(=O)N2CCC(C)CC2)CCCCC1	5%	7%	-11%	7%	-1%	0%	-19%	0%	-1%

5 structures out of the list, ordered by heavy-atom count, smallest number first:
SMILES	SW480 rerep	HT1080 IDH1KD tx	GLP-1R inv ag	TDP43 rescue	KB-3-1 tox	HT1080-NT tox	KB-V1 cytotox	GLP1R ag	GLP1R cytotox
Cc1ccc(OCCC(=O)OCC(=O)NC2CCCCC2)cc1	·	-8%	13%	1%	-1%	0%	-4%	7%	0%
c1ccc(Oc2nc(Oc3ccccc3)nc(N3CCOCC3)n2)cc1	-3%	2%	7.9µM*	8%	-1%	0%	17%	-1%	5%
Cn1c(=O)cc(SCC(=O)NCCCN2CCOCC2)c2ccc(Cl)cc21	0%	-11%	4%	-3%	-5%	-20%	0%	2%	-2%
COc1ccccc1C(=O)COC(=O)CCCN=C1NS(=O)(=O)c2ccccc21	-10%	6%	13%	9%	7%	5%	?	-3%	2%
O=C(NCCN1CCOCC1)c1ccc2c(c1)N(Cc1ccc(F)cc1)C(=O)c1ccccc1S2(=O)=O	-25%	0%	-7%	-18%	-9%	-14%	-13%	-3%	2%

Further compounds
SMILES	SW480 rerep	HT1080 IDH1KD tx	GLP-1R inv ag	TDP43 rescue	KB-3-1 tox	HT1080-NT tox	KB-V1 cytotox	GLP1R ag	GLP1R cytotox
Cc1occc1C(=O)NC1CCCCCCC1	-2%	5%	?	-42%[inhibitor]	-4%	5%	-2%	5%	5%
CCC1CCCCN1C(=S)Nc1ccc(OC(F)F)cc1 (centres undefined)	-5%	12%	-36%	0%	-8%	3%	1%	-2%	-33%
COc1cccc(/C(O)=C2/C(=O)C(=O)N(CCN3CCOCC3)C2c2cccs2)c1 (centres undefined)	-7%	2%	14%	6%	17%	11%	0%	-7%	56%
COc1ccc(NC(=O)C(OC)c2ccccc2)cc1Cl (centres undefined)	-1%	6%	6%	0%	-1%	14%	?	2%	-5%
COc1cc(NC(=O)c2cc(OC)c(OC)c(OC)c2)c2ncccc2c1	4%[1.84 µM]	-10%	19%	·	-23%	-22%	-55%	10%	-3%
Cc1ccc(C(=O)Oc2csc(=S)n2C(=O)c2ccc(C)cc2)cc1	-6%	3%	0%	-46%[inhibitor]	10%	-6%	1%	0%	1%
C=CCC(=O)N(CC)CC1CCCN(CCc2cccc(F)c2)C1 (centres undefined)	-2%	-2%	-13%	17%	19%	3%	-4%	-6%	-13%
Cc1ccnc(NS(=O)(=O)c2ccc(NC(=O)c3cc(=O)c4ccc(C)c(C)c4o3)cc2)n1	·	·	7%	12%	-3%	·	0%	·	20%
CCOC(=O)C1CCCN(C(=O)Cn2nc(Cc3cccnc3)c3ccccc3c2=O)C1 (centres undefined)	-19%	-1%	6%	16%	11%	0%	23%	13%	-9%
CC(C(=O)Nc1cccnc1)N1C(=O)C2C3C=CC(C3)C2C1=O (centres undefined)	-6%	9%	2%	-1%	3%	13%	4%	-9%	2%
CCN(C(=O)COC(=O)/C=C/c1ccc(S(=O)(=O)N2CCc3ccccc32)cc1)C1CCS(=O)(=O)C1 (centres undefined)	-1%	-10%	?	-20%	2%	-30%	2%	8%	-8%
C(=C\c1ccccc1)/CSc1nnc(-c2cnccn2)n1Cc1ccco1	-3%	-17%	-29%	6%	?	-16%	?	9%	-14%
O=C(CNC(=O)c1ccccc1F)OCc1nc2ccc(Cl)cc2n1CCO	0%	1%	7%	-4%	-18%	-3%	-6%	-3%	-9%
Cc1nc(C)c(-c2ccc(SCc3ccc(Cl)cc3)nn2)s1	10%	-7%	?	?	-7%	-8%	-16%	17%	-9%
COC(=O)[C@]12CCCCC=C1N(Cc1ccccc1)C(=O)[C@H](CC(=O)N1CCCC1)C2	·	5%	2%	0%	7%	15%	0%	-1%	3%
O=C(CSc1ncccc1-c1nc2ccccc2[nH]1)NCc1ccco1	?	?	44%[activator]	-23%	-4%	?	-2%	17%	3%
Cc1cccc(NC(=O)CCS(=O)(=O)c2cccc3nsnc23)c1C	-5%	-1%	2%&5%	-9%&4%	0%&2%	0%	15%&-3%	1%&-8%	7%&5%
CCN(CC)CCNC(=O)C1(O)c2cc(Br)ccc2NC(=O)N1c1ccc(Cl)cc1 (centres undefined)	1%	5%	-3%	9%	3%	-1%	11%	-6%	0%
C=CCOc1cccc(C2C(C(=O)c3ccco3)=C(O)C(=O)N2CCN2CCOCC2)c1 (centres undefined)	-3%	3%	10%	6%	3%	14%	-3%	-7%	-12%
Cc1cccc(-c2nc3c(c(SCC(=O)N4CCCC4)n2)COC(C)(C)C3)c1	24%	7%	13%	-11%	-1%	9%	?	-5%	-2%
COCCn1c(=O)c2c(nc3n2CCCN3CCc2ccccc2)n(C)c1=O	-5%	3%	6%	1%	16%	0%	0%	16%	6%
Cc1cc(=O)n2nc(N3CCCC(C(=O)NCc4ccc5c(c4)OCO5)C3)sc2n1 (centres undefined)	-2%	3%	0%	-11%	6%	0%	28%	2%	-14%
COc1ccc(C(=O)Nc2ccc(N3CCN(C)CC3)cc2)cc1	5%	-1%	13%	1%	1%	3%	5%	7%	3%
O=S(=O)(NCCCc1ccccc1)c1cccc2nsnc12	0%	-3%	-7%	-33%[inhibitor]	-10%	3%	0%	-1%	-3%
CCOC(=O)C1CCCN(Cc2nc(N)nc(Nc3ccccc3)n2)C1 (centres undefined)	0%	-4%	0%	0%	-9%	-6%	?	11%	-8%
COCC(=O)n1nc(NCc2ccc(OC)cc2)nc1NCc1ccc(OC)cc1	4%	10%	1%	18µM*	10%	10%	15%	-7%	-13%
CC(C)(C)NS(=O)(=O)c1ccc(CCC(=O)N2CCOCC2)cc1	2%	4%	2%	-7%	1%	14%	2%	-9%	-12%
C[C@H](NC(=O)c1[nH]cnc1C(=O)N[C@@H](C)CO)c1ccccc1	·	4%	15%	13%	-9%	9%	-12%	3%	2%
CCCCN(C(=O)CCCc1nc2ccccc2c(=O)[nH]1)c1c(N)n(CC(C)C)c(=O)[nH]c1=O	-4%	8%	-3%	-2%	-4%	-1%	-9%	-2%	3%
